# HT1080 IDH1KD tx – HT-1080 IDH1 knockdown cell toxicity (counter line); HT-1080 IDH1 knockdown viability, ATP luminescence, 48 h; Potency, µM (series often up to 46.1 µM), without a hit: at the top dose activity, negative = toxicity, usual class: cytotoxic; actives 2% (n = 360,000);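 note: 0% = DMSO wells and -100% = cell-free medium wells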
#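 Using the IDH1-knockdown HT-1080 line run in the same batch and compound series as the NT line, viability after 48 h at 37 °C was determined by CellTiter-Glo luminescence and expressed as % activity.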
# SW480 rereplic – inducers of DNA re-replication in SW480 colon cancer cells. actives 1.8% (n = 340,000). SW480 DNA re-replication, Hoechst DNA content imaging, 48 h. Potency, µM (highest dose often 46.1 µM), for the others: at the highest dose re-replication activation, hits mostly activators; note: % of control where 0% means no effect; nearly all actives have a fitted effect of over 55% in size
#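 Image-based DNA-content assay: after two days of treatment, nuclei were labelled with the DNA dye Hoechst and imaged, and hits were compounds raising the count of nuclei showing high fluorescence intensity.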
# GLP-1R agonist – GLP-1 receptor (human) agonism; Potency, µM (doses to about 45.6 µM), inactives show at the top dose activation, actives largely listed as activators; HEK293 GLP-1R CRE-luciferase, luminescence, 4-6 h; cells express a hypersensitive GLP-1R form; actives 0.007% (n = 380,000); P43220; AID 624172; note: % of control where 0% means no effect
# Target sequence (P43220 whole entry, looked up): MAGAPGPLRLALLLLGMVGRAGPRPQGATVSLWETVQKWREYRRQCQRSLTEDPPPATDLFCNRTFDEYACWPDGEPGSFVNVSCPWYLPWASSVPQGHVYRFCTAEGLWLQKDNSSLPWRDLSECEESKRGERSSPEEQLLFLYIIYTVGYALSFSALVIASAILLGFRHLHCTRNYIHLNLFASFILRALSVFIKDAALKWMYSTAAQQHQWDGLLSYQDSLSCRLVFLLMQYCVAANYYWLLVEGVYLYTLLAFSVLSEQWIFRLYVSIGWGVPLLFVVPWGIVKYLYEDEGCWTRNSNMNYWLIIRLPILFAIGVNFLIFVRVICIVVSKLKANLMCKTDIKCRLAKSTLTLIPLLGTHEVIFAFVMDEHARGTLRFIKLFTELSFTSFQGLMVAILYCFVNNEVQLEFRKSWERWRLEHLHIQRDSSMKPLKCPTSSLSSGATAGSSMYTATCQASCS
# KB-3-1 tox – kills parental KB-3-1 adenocarcinoma cells. KB-3-1 viability, CellTiter-Glo ATP luminescence, 72 h. AID 1347075. actives 1.4% (n = 400,000). Potency, µM (titrated, usually from 46.1 µM), for the others: at the top dose activity change, negative = cytotoxic, hits mostly cytotoxic; note: % is set by controls: 0 for no effect and ±100 for the full control effect; nearly all actives have a fitted effect of over 60% in size
#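 Cytotoxicity measured as CellTiter-Glo luminescence after 72 h at 37 C. Compound titrations were pinned onto drug-naive KB-3-1 parental adenocarcinoma cells grown in DMEM with 10% FBS, and normalized data fitted to concentration-response curves.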
# TDP43 rescue – inhibitors of TDP-43 toxicity in yeast. Potency, µM (top dose mostly 46.1 µM), inactives show at the top dose growth rescue (activation), hits mostly activators. AID 652104. actives 1.8% (n = 410,000). TDP-43 expressing yeast growth rescue, BacTiter-Glo, 24 h; note: % of control where 0% means no effect; nearly all actives have a fitted effect of over 50% in size
#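 Yeast cells expressing TDP-43 under galactose induction are exposed to compounds for 24 hr at 30 deg C. BacTiter-Glo luminescence measures growth, so protective compounds score as activators.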
# KB-V1 MDR tox – kills drug-selected multidrug resistant KB-V1 cells | Potency, µM (titrated, usually from 46.1 µM), without a hit: at the highest dose activity change, negative = cytotoxicity, actives largely listed as cytotoxic | KB-V1 MDR cells viability, CellTiter-Glo, 72 h | actives 3.4% (n = 400,000); note: % is set by controls: 0 for no effect and ±100 for the full control effect; nearly all actives have a fitted effect of over 60% in size
#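 qHTS viability screen in drug-selected KB-V1 MDR cells: 72 h compound treatment at 37 degrees C, ATP luminescence end point.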
# HT1080NT lethal – kills 2HG-producing HT-1080-NT fibrosarcoma cells; HT-1080-NT fibrosarcoma viability, CellTiter-Glo ATP luminescence, 48 h; actives 1.6% (n = 360,000); Potency, µM (titrated, usually from 46.1 µM), for inactives: top-dose activity, negative = less viability, usual class: cytotoxic;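 note: NT is the 2HG producing partner of a matched IDH1 knockdown line; 0% = DMSO-treated cells and -100% = media-only wells without cells; nearly all actives have a fitted effect of over 55% in size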
#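 Viability of the 2HG-overproducing fibrosarcoma line after 48 hours of compound exposure at 37 degrees C was determined by luminescence with CellTiter-Glo, and concentration-effect curves were then fitted and categorized.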
# HEK293 tox – cytotoxicity counter-screen for GLP-1 receptor inverse agonists | AID 624418 | HEK293 cAMP-luciferase reporter cells, luminescence, 24 h | actives 0.13% (n = 410,000) | Potency, µM (highest dose often 38.3 µM), for inactives: at the top dose activity change, negative = inhibition, most hits filed as inhibitors;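 note: loss of luciferase light is scored as toxicity; % is set by controls: 0 for no effect and ±100 for the full control effect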
#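 A 23 nL compound transfer followed 12 hours of cell culture at 37 deg C; exposure then lasted 24 hr. Luciferase assay detection reagent was dispensed and plates read for luminescence after a 12 min room-temperature wait.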
# GLP-1R inv ag – GLP-1 receptor (human) inverse agonism | P43220 | Potency, µM (doses to about 38.3 µM), inactives show at the top dose activity change, negative = inhibition, most hits filed as inhibitors | HEK293 GLP-1R CRE-luciferase, luminescence, 24 h; GLP-1R form is constitutively active | actives 1.6% (n = 410,000) | AID 624417; note: % is set by controls: 0 for no effect and ±100 for the full control effect; nearly all actives have a fitted effect of over 55% in size
#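 HEK293 cells stably co-expressing constitutively active GLP-1R and a cAMP-responsive luciferase reporter were seeded in DMEM with 10% Nu serum, given compounds after 12 h, and incubated 24 h at 37 deg C. Luminescence was then read.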
# The depositor's hits bear a star; ? = inconclusive; / = not tested or not shown; & = joins results of further samples; [ ] = another dose, or the depositor's remark. Calls come from the whole dose curve; as a rule, active = well fitted curve in the direction sought with a large enough effect; inconclusive = small, poorly fitted or top-dose-only effect, or another doubt; inactive = no such curve, though single readings can be large; an effect the other way counts as inactive or inconclusive. Potency is the fitted concentration of half-maximal effect.
SMILES	HT1080 IDH1KD tx	SW480 rereplic	GLP-1R agonist	KB-3-1 tox	TDP43 rescue	KB-V1 MDR tox	HT1080NT lethal	HEK293 tox	GLP-1R inv ag
CSCCC(NC(=O)c1ccco1)C(=O)Nc1ccncc1 (configuration not stated)	3%	2%	6%	8%	-6%	11%	11%	-9%	14%
Cc1nnc(SCC(=O)NCCc2ccccc2)s1	0%	0%	2%	1%	7%	-10%	2%	-2%	2%
COc1cc(NC(=O)COc2ccccc2[N+](=O)[O-])ccc1NC(=O)c1cccs1	?	4%	12%	-7%	-14%	2%	?	?	?
COc1ccc(-c2nc(C)c(CCNS(=O)(=O)c3cc(C)c(C)cc3C)s2)cc1	/	/	16%	?	?	18µM*	/	4%	?
CCC1CN(S(=O)(=O)c2cc(-c3cc(C)no3)ccc2OC)c2cc(C)ccc2O1 (configuration not stated)	-13%	?	-2%	-20%&-12%	-3%&-1%	-21%&-9%	-11%	15%&5%	?
CCCCN(CCCC)CC(O)Cn1cc(/C=C/C(=O)c2ccccc2)c2ccccc21 (configuration not stated)	/	/	1%	?	-2%	?	/	37%[activator]	-10%
CN=c1sc2ccccc2n1CC(O)COCc1ccco1 (configuration not stated)	-10%	0%	-1%	-4%	-9%	0%	-11%	-1%	?
COC(=O)Cn1c(=NC(=O)c2cc(OC)c(OC)c(OC)c2)sc2cc(OC)ccc21	2%	-9%	8%	1%	2%	6%	15%	73%[activator]	10%
O=C(COC(=O)CN1C(=O)COc2ccccc21)NCc1ccc(F)cc1	-7%	-3%	-9%	0%	10%	0%	-4%	17%	1%
O=C(COC(=O)c1ccc([N+](=O)[O-])cc1Cl)NC(=O)c1ccccc1	9%	1%	-1%	10%	1%	1%	7%	2%	6%
CCOC(CNC(=O)c1cc2c(=O)n(CC)c3ccccc3c2s1)OCC	12%	-14%	6%	12%	1%	-11%	17%	1%	35%[activator]
C=CCn1c(CCNC(=O)c2ccccc2F)nnc1SCC(=O)Nc1nc(C)cs1	0%	11%	0%	7%	-15%	6%	-5%	16%	10%
CCOC(=O)C1Oc2ccccc2C(c2ccc(OC)cc2)=C1C(=O)OC (configuration not stated)	4%	-1%	8%	2%	21%	16%	8%	-2%	?
Cc1ccc(NC(=O)c2ncn(CCCN[C@H](C)c3cccc4ccccc34)n2)cc1C	?	?	7%	0%	19%	-1%	?	-12%	?
O=C(CSc1nnc(-c2ccccc2Cl)o1)Nc1ccccn1	-1%	1%	10%	?	6%	8%	-3%	-21%	?
CN1CCN(CCCNCc2cn(CCC#N)c3ccccc23)CC1	0%	-6%	10%	1%	-10%	27%	-7%	-5%	-7%
CC(=O)Nc1ccc(NC(=O)c2ccc(-c3ccccc3Cl)o2)cc1	5%	15%	0%	-15%	17%	-23%	3%	-6%	5%
O=C(N/N=C/c1ccc(Br)s1)c1ccccn1	-9%	-1%	0%	12%	?	-11%	-5%	?	?
O=C1CCSc2ccc(Cl)cc2N1Cc1cccc(Cl)c1	-15%	0%	-2%	-25%	26%	-17%	-17%	-6%	?
CN(C)S(=O)(=O)c1ccc(N2CCCC2)c(C(=O)NCC2CCCCC2)c1	2%	1%	-9%	-2%	5%	-17%	-7%	2%	2%
CC(C)(C)c1ccc(S(=O)(=O)NCc2ccc(C(=O)N3CCOCC3)cc2)cc1	-14%	-6%	-4%	-29%	-19%	?	-8%	6%	-1%
COc1cccc(-c2ccc3nnc(SCC(=O)N4CCOCC4)n3n2)c1	12%	1%	6%	14%	-12%	2%	5%	-4%	6%
CCC(C)N(C(=O)COC(=O)c1ccc(=O)n(Cc2ccccc2)n1)C1CCS(=O)(=O)C1 (configuration not stated)	18%	1%	-1%	-3%	18%	0%	7%	-5%	-5%
Cc1nn(Cc2ccc(F)cc2)c(C)c1NC(=O)c1cc2ncc(Br)cn2n1	10%	-5%	16%	0%	13%	?	?	7%	6%
O=C(CC1SC(=O)N(Cc2cccc3ccccc23)C1=O)Nc1nccs1 (configuration not stated)	-17%	7%	-7%	8%	9%	-1%	-22%	-13%	0%
COc1cc2cc(C(=O)N(C)C3CCS(=O)(=O)C3)[nH]c2cc1OC (configuration not stated)	7%	-9%	-5%	-24%	-11%	26%	10%	16%	16%
CCN(CC)S(=O)(=O)c1ccc(N2CC(C(=O)Nc3cccc(C(=O)NC4CC4)c3)CC2=O)cc1 (configuration not stated)	-2%	-13%	0%	12%	6%	14%	-3%	19%	4%
COc1ccccc1CNC(=O)COC(=O)c1ccc(C(=O)c2ccccc2)cc1	-7%	1%	-4%	0%	6%	24%	-1%	-8%	-14%
Cc1ccc(NC(=O)CCN2C(=O)c3cccc([N+](=O)[O-])c3C2=O)c(Br)c1	?	0%	0%	-3%	?	-14%	12%	-7%	14%
O=C(Nc1ccc(F)cc1)c1ccc(-n2cnc3cccnc32)cc1	/	/	-8%	?	15%	?	/	1%	-15%

# A section taken from the entries so far, as a working copy:
SMILES	HT1080 IDH1KD tx	SW480 rereplic	GLP-1R agonist	KB-3-1 tox	TDP43 rescue	KB-V1 MDR tox	HT1080NT lethal	HEK293 tox	GLP-1R inv ag
CC(C)(C)c1ccc(S(=O)(=O)NCc2ccc(C(=O)N3CCOCC3)cc2)cc1	-14%	-6%	-4%	-29%	-19%	?	-8%	6%	-1%
COc1cccc(-c2ccc3nnc(SCC(=O)N4CCOCC4)n3n2)c1	12%	1%	6%	14%	-12%	2%	5%	-4%	6%
CCC(C)N(C(=O)COC(=O)c1ccc(=O)n(Cc2ccccc2)n1)C1CCS(=O)(=O)C1 (configuration not stated)	18%	1%	-1%	-3%	18%	0%	7%	-5%	-5%
Cc1nn(Cc2ccc(F)cc2)c(C)c1NC(=O)c1cc2ncc(Br)cn2n1	10%	-5%	16%	0%	13%	?	?	7%	6%
O=C(CC1SC(=O)N(Cc2cccc3ccccc23)C1=O)Nc1nccs1 (configuration not stated)	-17%	7%	-7%	8%	9%	-1%	-22%	-13%	0%
COc1cc2cc(C(=O)N(C)C3CCS(=O)(=O)C3)[nH]c2cc1OC (configuration not stated)	7%	-9%	-5%	-24%	-11%	26%	10%	16%	16%
CCN(CC)S(=O)(=O)c1ccc(N2CC(C(=O)Nc3cccc(C(=O)NC4CC4)c3)CC2=O)cc1 (configuration not stated)	-2%	-13%	0%	12%	6%	14%	-3%	19%	4%

# Next entries follow:
SMILES	HT1080 IDH1KD tx	SW480 rereplic	GLP-1R agonist	KB-3-1 tox	TDP43 rescue	KB-V1 MDR tox	HT1080NT lethal	HEK293 tox	GLP-1R inv ag
Cc1ccc(C)c(N(C)C(=O)CCNC(=O)Cn2cnc3ccccc3c2=O)c1	/	/	/	4%	20%	-5%	/	-8%	-7%
C#CCCOC(=O)Nc1ccccc1	6%	-5%	-5%	-14%	-7%	2%	5%	4%	0%
Cc1c(C=O)c2ccccn2c1C(=O)c1ccncc1	-5%	-2%	9%	3%	-6%	?	3%	3%	64%[activator]
Cc1ccc(C(C)NC(=S)NCc2ccc(F)cc2)c(C)c1 (configuration not stated)	8%	-4%	-13%	/	?	/	-8%	?	?
COc1cccc(N2CCN(S(=O)(=O)c3cccc4nsnc34)CC2)c1	15%	-1%	0%	5%	19%	-7%	1%	1%	-10%
COC(=O)c1ccc(C(=O)OC)c(-n2c(=O)c3ccccc3c3ccccc3c2=O)c1	1%	4%	-18%	?	0%	-24%	-1%	-10%	6%
CCOC(=O)c1cc(C(=O)OCC)c2cccc(C)n2c1=O	2%	-5%	-5%	1%	3%	0%	12%	172%[activator]	57%[activator]
CN(Cc1ccccc1)C(=O)Nc1ccc2c(c1)N(C)C(=O)c1ccccc1S2	/	/	/	-17%	10%	-15%	/	0%	?
CC(=O)N1CCc2c(sc3c2c(=O)n(-c2ccccc2C)c(=O)n3CC(=O)c2ccccc2)C1	/	/	/	-13%	-2%	-19%	/	2%	18%
Cc1ccc(NC(=O)CN(C)C(=O)c2cn(Cc3ccccc3)nc2-c2cccnc2)cc1	10%	1%	-14%	3%	9%	-21%	-1%	9%	?
O=C(c1ccccc1Cl)N1CCN(S(=O)(=O)c2cccs2)CC1	1%	5%	-4%	4%	?	-1%	9%	0%	9%
COc1ccc(N=C/C=C2/C=C(c3ccccc3)OC(C)(C)O2)cc1	1%	8%	9%	5%	-21%[0.397 µM]	-5%	-1%	-5%	40%[activator]
O=C(NCc1ccccc1)c1cccc2c(-c3ccc(F)c(F)c3)coc12	?	/	16%	0%	0%	4%	?	0%	?
O=c1[nH]c(/C=C/c2ccc(Cl)cc2Cl)c([N+](=O)[O-])c(=O)[nH]1	7%	0%	-7%	-3%	13%	23%	1%	-17%	?
O=C(c1ccccc1F)N1CCC(O)(c2cccnc2)CC1	2%	-2%[9.22 µM]	-7%	-1%	-9%	-4%	-5%	11%	-2%
COc1ccc(NC(=O)CCC(=O)Nc2nnc(CC(C)C)s2)cc1Cl	?	-4%	5%	0%	1%	21%	13%	-7%	12%
COc1ccc(NC(=O)c2nc[nH]c2C(=O)N(C)CCO)cc1	11%	/	-3%	-4%	11%	15%	-1%	11%	19%
COc1ccc2cc(C(=O)NC3CCCCC3)c(=O)oc2c1	-1%	3%	5%	2%	-9%	12%	1%	-3%	0%

# Compounds as they come (roughly 9.4% active in at least one column).
